PP1 counter: PP1-alpha (human) inhibition in PP5 counter-screen; purified PP1alpha, OMFP fluorescence; P62136; inhibition, % at 6.7 µM; AID 2235; actives 0.9% (n = 320,000);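 active means inhibition above the mean inhibition of all tested compounds plus 3 SD, computed separately for each screening campaign, cut at about 15% in these data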
LYPLA2 inh: blocks human lysophospholipase 2, a PME1 counter-screen | inhibition, % at 5.9 µM | O95372 | recombinant LYPLA2, FP-Rh probe fluorescence polarization | AID 2177 | actives 0.38% (n = 320,000);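 active means inhibition above the screen-wide mean plus 3 SD, limit set per campaign, cut at about 26% in these data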;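 further: 0% = LYPLA2 with DMSO and 100% = wells lacking LYPLA2 enzyme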
Target sequence (O95372 whole entry, looked up): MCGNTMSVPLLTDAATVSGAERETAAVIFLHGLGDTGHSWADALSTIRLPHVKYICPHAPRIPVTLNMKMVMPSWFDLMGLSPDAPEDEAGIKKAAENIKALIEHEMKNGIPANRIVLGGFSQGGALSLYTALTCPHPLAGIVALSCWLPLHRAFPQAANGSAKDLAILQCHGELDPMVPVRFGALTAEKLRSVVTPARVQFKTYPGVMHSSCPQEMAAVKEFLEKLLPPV
JMJD2C inh: inhibitors of human GASC-1 (JMJD2C) demethylase; GST-JMJD2C(1-420) H3K9me3 demethylation, DELFIA europium; inhibition, % at 2.35 µM; Q9H3R0; actives 0.069% (n = 330,000);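 active means more than half of a compound's replicate wells show inhibition beyond 50%, single wells judged on their own value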;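 further: signal counts dimethyl H3K9 product captured on neutravidin plate; 0% = median of DMSO wells and 100% = 0.3 times that DMSO median; strong numbers were not always called active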
TPT1 inh: blocks Candida albicans tRNA 2'-phosphotransferase; inhibition, % at 5 µM; recombinant caTPT1, FP RNA substrate dephosphorylation; actives 0.81% (n = 300,000);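 active means inhibition above the mean of all tested compounds plus 3 SD, set per screening campaign, cut at about 24% in these data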;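 further: plate controls were DMSO alone for no effect and ferristatin control at 100 nM for full effect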
HCV core dimer: HCV core protein dimerization inhibition; actives 0.33% (n = 300,000); TR-FRET GST/Flag-core106 dimerization, 1536-well; inhibition, % at 5 µM; AID 1899;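 active means inhibition above the mean of all tested compounds plus 3 SD, set per screening campaign, cut at about 45% in these data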
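Assay system: Tagged HCV core106 pair (GST and Flag) | Buffer or medium: KF-containing HEPES buffer, pH 7.45, DTT, CHAPS, BSA | Also added: Eu donor and XL665 acceptor anti-tag antibodies | Dosing: One concentration, 5 µM, in 0.5% DMSO | Timing: 4 h at 22.5 °C | Technique: TR-FRET 671 and 617 nm emission | Repeats: Singlicate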
PREPL inh: inhibits the human prolyl oligopeptidase-like enzyme. inhibition, % at 5.96 µM. actives 0.68% (n = 320,000). AID 2751. Q4J6C6. recombinant PREPL, fluorescence polarization activity-based probe; in the data active means inhibition above about 43%;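 further: 0% = enzyme with DMSO and 100% = wells lacking enzyme; many of its hits are not listed in these tables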
PP5 inh: inhibitors of human protein phosphatase 5 (PP5); P53041; purified PP5c, OMFP substrate fluorescence; inhibition, % at 6.7 µM; actives 0.18% (n = 320,000);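 active means inhibition above the campaign's mean inhibition across all tested compounds plus 3 SD, cut at about 9.5% in these data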;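 further: 0% = DMSO only and 100% = 100 µM cantharidin control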
Target sequence (P53041 whole entry, looked up): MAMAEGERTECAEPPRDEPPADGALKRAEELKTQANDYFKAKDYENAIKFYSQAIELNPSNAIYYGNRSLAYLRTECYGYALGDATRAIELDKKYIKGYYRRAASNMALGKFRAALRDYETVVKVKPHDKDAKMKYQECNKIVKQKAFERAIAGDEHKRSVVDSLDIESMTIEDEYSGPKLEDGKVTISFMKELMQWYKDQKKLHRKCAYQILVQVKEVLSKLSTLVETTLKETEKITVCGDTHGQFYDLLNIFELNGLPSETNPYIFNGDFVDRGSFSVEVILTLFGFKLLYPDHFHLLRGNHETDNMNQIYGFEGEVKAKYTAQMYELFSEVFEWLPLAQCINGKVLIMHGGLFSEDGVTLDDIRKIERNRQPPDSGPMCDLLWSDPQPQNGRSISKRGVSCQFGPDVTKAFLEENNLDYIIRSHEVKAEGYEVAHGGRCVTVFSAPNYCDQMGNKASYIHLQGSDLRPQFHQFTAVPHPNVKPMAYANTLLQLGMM
CTSL1 counter: blocks F. hepatica cathepsin L1 in PFM18AAP counter-screen; recombinant F. hepatica cathepsin L1, Z-Leu-Arg-MCA fluorescence; inhibition, % at 5.96 µM; actives 0.49% (n = 300,000);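 active means inhibition above the mean of all tested compounds plus 3 SD, set per screening campaign, cut at about 17% in these data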;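 further: 0% = plate median of test compound wells and 100% = 1 µM Z-Phe-Ala-diazomethylketone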
Efflux pump inh: inhibitors of Candida antifungal efflux pumps expressed in yeast; S. cerevisiae Candida pump triplex, Nile Red efflux; actives 0.44% (n = 330,000); inhibition, % at 10 µM;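 active means plate passing quality check with inhibition over a set limit, or well fluorescence over plate mean plus 4 SD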;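 further: Nile Red retained in pooled yeast measured as flow cytometry median fluorescence; 0% = buffer negative control and 100% = Enniatin B positive control; higher means more Nile Red kept so more efflux inhibition; some compounds called inactive have numbers as strong as hits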
The depositor's hits bear a star; nt = no result given. This is a subset; rates above refer to the full screens.

SMILES	PP1 counter	LYPLA2 inh	JMJD2C inh	TPT1 inh	HCV core dimer	PREPL inh	PP5 inh	CTSL1 counter	Efflux pump inh
Cc1c(C2(c3c(C)n(C)n(-c4ccccc4)c3=O)C(=O)Nc3ccc(F)cc32)c(=O)n(-c2ccccc2)n1C	-1	0	-6	1	7	10	3.8	-4	0.1
Cc1csc(NC(=O)Cc2ccccc2Cl)n1	-2	1	-8	2	-5	9	-0.5	1	0.1
CCCn1nnc(NCc2ccc(OCc3cccs3)c(OC)c2)n1	-4	-3	3	-1	-2	-10	0.0	1	0.0
COC(=O)[C@@H](N)CS	-1	2	6	-2	7	0	-2.3	4	-0.1
Cc1c(Br)c([N+](=O)[O-])nn1C(C)C(=O)Nc1nccs1 (stereo not given)	3	-2	-5	-1	2	1	2.9	0	-0.1
CCc1ccc(CNC(=O)C2CCN(S(=O)(=O)N3CCC(C)CC3)CC2)cc1	-2	2	-14	1	-2	21	-0.5	3	-0.1
CC(C)C1C(C#N)=C(N)Oc2n[nH]c(-c3ccc4ccccc4c3)c21 (stereo not given)	4	-30	16	0	6	17	7.7	-6	0.0
Cc1cc(NS(=O)(=O)c2ccc(NC(=O)/C=C/c3cccc(Cl)c3)cc2)no1	-2	-8	1	0	14	-5	3.4	4	0.1
O=C(Cn1c(CO)nc2ccccc21)NC1CCCCCC1	1	10	-5	-1	-4	-7	-1.5	-2	-0.1
COc1ccc(C(=O)N2CCC(C(=O)O)CC2)c2ccccc12	-4	4	7	-1	-9	-3	-1.2	5	-0.1
COC(=O)CSc1ccc(S(=O)(=O)N2CCC(C)CC2)cc1[N+](=O)[O-]	2	9	5	2	4	-3	0.8	-1	0.1
Cc1cc(C2=CC(=O)C[C@H](c3ccc4c(c3)OCO4)C2)ccc1F	1	9	-3	nt	nt	-17	2.6	nt	0.0
Cc1ccc(C2(CC(=O)O)CCOC(C)(C)C2)cc1 (stereo not given)	-5	-3	17	-3	-2	0	0.9	-2	0.1
O=C1CN(c2cc(Cl)cc(Cl)c2)C(=O)CN1/N=C/c1cccnc1	-2	0	-13	-2	-4	5	0.5	0	0.2
O=C(c1ccco1)N1CCC(c2nc3c(nnn3Cc3c(Cl)cccc3Cl)c(=O)[nH]2)CC1	0	1	-11	3	-4	-1	-0.5	-3	0.1
COC(=O)Cn1c(SCc2ccccc2)nc2ccccc21	8	-1	4	0	1	-5	5.1	-1	0.1
Cc1ccc(S(=O)(=O)NCc2ccccc2)cc1C(=O)NC1CCCCC1	-3	4	6	-1	1	16	3.0	-6	-0.1
COc1ccc(C2c3ccc4ccccc4c3Oc3ncn(CCCO)c(=N)c32)cc1 (stereo not given)	0	-16	1	1	-2	16	2.8	2	0.2
CCc1cc2c(SCC(=O)N3CC(=O)Nc4ccccc43)ncnc2s1	4	-2	-5	3	12	8	0.5	2	0.1
CC(C)C(C)NC(=O)COc1nc2ccccc2nc1N(C)C1CCCCC1 (stereo not given)	-1	8	-27	-1	-2	-1	1.2	-2	0.1
c1cn(C23CC4CC(CC(C4)C2)C3)cn1	-3	1	-5	-2	-6	-7	3.3	2	0.1
Cc1cc(C)c(S(=O)(=O)c2ccc(Cl)cc2)c(Cl)n1	0	1	4	-2	0	-1	2.7	0	0.2
COCCCn1c(SCC(=O)c2ccccc2)nc2ccccc2c1=O	-6	8	-2	2	6	14	-3.0	-1	0.0
O=C(CCNC(=O)c1ccccc1Cl)Nc1cc(S(=O)(=O)N2CCOCC2)ccc1N1CCOCC1	-2	0	7	2	-1	1	-0.5	-9	0.0
C[N+]1(CC2COC3(CCCCC3)O2)CCCCC1 (stereo not given)	-3	7	14	-2	-2	0	2.1	-4	0.1

Exported with values under each structure: entries from further up
Values in the order – PP1 counter | LYPLA2 inh | JMJD2C inh | TPT1 inh | HCV core dimer | PREPL inh | PP5 inh | CTSL1 counter | Efflux pump inh
- O=C1CN(c2cc(Cl)cc(Cl)c2)C(=O)CN1/N=C/c1cccnc1
    -2 | 0 | -13 | -2 | -4 | 5 | 0.5 | 0 | 0.2
- C[N+]1(CC2COC3(CCCCC3)O2)CCCCC1 (stereo not given)
    -3 | 7 | 14 | -2 | -2 | 0 | 2.1 | -4 | 0.1
- COC(=O)CSc1ccc(S(=O)(=O)N2CCC(C)CC2)cc1[N+](=O)[O-]
    2 | 9 | 5 | 2 | 4 | -3 | 0.8 | -1 | 0.1

Retrieved by structure from the entries so far:
SMILES	PP1 counter	LYPLA2 inh	JMJD2C inh	TPT1 inh	HCV core dimer	PREPL inh	PP5 inh	CTSL1 counter	Efflux pump inh
O=C(CCNC(=O)c1ccccc1Cl)Nc1cc(S(=O)(=O)N2CCOCC2)ccc1N1CCOCC1	-2	0	7	2	-1	1	-0.5	-9	0.0
COC(=O)Cn1c(SCc2ccccc2)nc2ccccc21	8	-1	4	0	1	-5	5.1	-1	0.1

5 entries from above, bar-delimited.
SMILES | PP1 counter | LYPLA2 inh | JMJD2C inh | TPT1 inh | HCV core dimer | PREPL inh | PP5 inh | CTSL1 counter | Efflux pump inh
Cc1ccc(S(=O)(=O)NCc2ccccc2)cc1C(=O)NC1CCCCC1 | -3 | 4 | 6 | -1 | 1 | 16 | 3.0 | -6 | -0.1
COc1ccc(C2c3ccc4ccccc4c3Oc3ncn(CCCO)c(=N)c32)cc1 (stereo not given) | 0 | -16 | 1 | 1 | -2 | 16 | 2.8 | 2 | 0.2
O=C(c1ccco1)N1CCC(c2nc3c(nnn3Cc3c(Cl)cccc3Cl)c(=O)[nH]2)CC1 | 0 | 1 | -11 | 3 | -4 | -1 | -0.5 | -3 | 0.1
CC(C)C1C(C#N)=C(N)Oc2n[nH]c(-c3ccc4ccccc4c3)c21 (stereo not given) | 4 | -30 | 16 | 0 | 6 | 17 | 7.7 | -6 | 0.0
COC(=O)CSc1ccc(S(=O)(=O)N2CCC(C)CC2)cc1[N+](=O)[O-] | 2 | 9 | 5 | 2 | 4 | -3 | 0.8 | -1 | 0.1

Next section.
SMILES	PP1 counter	LYPLA2 inh	JMJD2C inh	TPT1 inh	HCV core dimer	PREPL inh	PP5 inh	CTSL1 counter	Efflux pump inh
C=C(C)CSCc1nc2ccccc2[nH]1	-1	-8	-5	2	-2	2	0.5	-5	-0.1
CN(/N=C/c1ccncc1)C1=NCCN1	0	10	-6	-2	-14	12	3.5	-3	0.0
COc1ccc(C)cc1N(CC(N)=O)S(=O)(=O)c1ccc(C)cc1	-6	-3	0	3	4	1	0.8	0	0.1
CS(=O)(=O)N(CC(=O)NCc1ccncc1)c1ccc(Cl)c(Cl)c1	-2	-3	8	-1	3	3	0.5	-4	-0.1
CCOC(=O)C(CCOc1cccc(CC)c1)C(=O)OCC	-5	-6	8	1	-1	-2	0.5	-2	0.0
COc1ccccc1N1CCN(C(=O)c2cc3c(s2)-c2ccccc2OC3)CC1	1	-1	-4	-3	-3	40	4.9	-1	0.0
CCC(Cc1ccccc1)n1c(=S)[nH]c2ccccc2c1=O (stereo not given)	1	-2	-25	1	3	-4	1.8	4	-0.1
COc1cc(OC)c(NC2=NCCCCC2)cc1Cl	2	1	-7	2	7	4	4.2	-3	0.1
O=C(CSc1nnc2ccccn12)NCc1ccco1	1	-4	0	-1	4	4	1.4	0	-0.1
COCCNC(=O)c1ccc(C)c(S(=O)(=O)Nc2ccc(C)cc2)c1	-1	4	0	-1	-1	4	0.6	-3	-0.1
CC(=O)Nc1ccc2c(c1)OCO2	-1	4	-11	-3	-6	11	-1.1	3	-0.1
COc1ccc(CNCC(O)(c2ccc(F)cc2)c2ccc(F)cc2)cc1	-1	0	-4	-6	-6	-16	4.2	-1	0.0
Cc1ccc2c(c1)CCCN2S(=O)(=O)c1cccc(C(=O)Nc2ccccc2C(=O)O)c1	14	-8	0	-5	20	7	6.1	3	0.0
CC(C)c1nc(N2CCN(C(=O)c3ccco3)CC2)c(C#N)c2c1COC(C)(C)C2	1	-6	3	0	18	5	2.4	-1	0.1
O=C(N/N=C/c1ccccc1)NC1CCCCC1	-1	0	18	1	1	5	-2.5	0	5.0
COc1ccc(NS(=O)(=O)c2cccc(C(=O)N/N=C/c3cn(-c4ccccc4)nc3-c3ccc(OC)cc3)c2)cc1	-4	-11	32	2	5	-5	-0.8	-4	0.1
Clc1ncn(C23CC4CC(CC(C4)C2)C3)n1	1	5	3	0	0	-2	-1.6	-1	0.0
Cc1nc(SCc2ccc(O)c([N+](=O)[O-])c2)c([N+](=O)[O-])[nH]1	3	1	4	-4	-4	11	-0.7	5	-0.1
COC(=O)c1ccccc1OCC(=O)N1CCN(c2ccc(OC)cc2)CC1	1	-2	-14	-1	-1	3	2.6	-2	0.0
C/C(=N\NC(=O)Cn1cc([N+](=O)[O-])cn1)c1ccco1	-2	6	-9	-4	-10	15	-3.1	2	0.0
COCCCNC(=O)C1=CCN(S(=O)(=O)c2ccc(OC)cc2)CC1	10	-7	-3	5	-3	2	4.2	1	0.0
O=C(Cn1cnc2ccc(Br)cc2c1=O)c1cccs1	-1	9	3	-1	3	10	0.6	2	0.2
CCCCCCCNC(=O)C1(CC2CC(c3ccc(Cl)cc3)=NO2)CCNCC1 (stereo not given)	4	-2	-1	-3	-21	6	0.4	-4	0.1

3 entries out of the list above, ordered by the number in HCV core dimer, highest first:
| Molecule | HCV core dimer |
| --- | --- |
| COc1ccc(C)cc1N(CC(N)=O)S(=O)(=O)c1ccc(C)cc1 | 4 |
| COC(=O)c1ccccc1OCC(=O)N1CCN(c2ccc(OC)cc2)CC1 | -1 |
| CN(/N=C/c1ccncc1)C1=NCCN1 | -14 |

Screens: PubChem BioAssay, several laboratories
